mIAP inh – mouse IAP inhibition | AID 2806 | inhibition, % at 10 µM | purified mouse IAP, CDP-Star luminescence, 30 min | 330,000 tested, 0.2% active;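 active = inhibition of at least 40% at 10 µM in the primary screen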;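 note: plate controls were DMSO with enzyme for no effect and no enzyme wells for full effect; values of inactives mirror those of a sister screen read the other way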
hIAP activ – increases human intestinal alkaline phosphatase activity; 330,000 tested, 0.16% active; P09923; activation factor at 10 µM; purified human IAP, CDP-Star luminescence, 30 min; stronger effect = higher value; 1 = vehicle-only enzyme, 0 = enzyme-free background;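 active = activation factor of the enzyme at least 2-fold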; note: the source names both 10 and 20 µM as test concentration; values of inactives mirror those of a sister screen read the other way
ATG4B inh – ATG4B (human) cysteine protease inhibition; AID 504462; ATG4B cleavage of LC3-PLA2, NBD-HPC fluorescence, 1 h; 340,000 tested, 0.51% active; inhibition, % at 8.33 µM; in the data active = inhibition above about 40%
NLRP3 yeast inh – NALP3 inhibition in yeast; Yeast reconstituted NLRP3/ASC/caspase-1, beta-gal luminescence, 24 h; inhibition, % at 10 µM; 330,000 tested, 0.39% active; AID 2825;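 active = inhibition of 50% or more; inactive = inhibition below 50%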;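 note: plate controls were induced DMSO wells for no effect and uninduced yeast grown without galactose for full effect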
mIAP act – mouse IAP activation | 330,000 tested, 0.24% active | activation factor at 10 µM | muIAP, CDP-Star luminescence, 30 min; stronger effect = higher value; 1 = vehicle-only enzyme signal, 0 = enzyme-free wells | AID 2805;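 active = activation factor of at least 2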; note: the source names both 10 and 20 µM as test concentration; values of inactives mirror those of a sister screen read the other way
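also added = chemiluminescent substrate CDP-Star | test system = mouse IAP enzyme | signal = chemiluminescence readout | compound = DMSO-dissolved test compounds | incubation = 30 min at room temperature | benchmarks = DMSO wells, no-enzyme wells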
tim10-1 inh – inhibits growth of tim10-1 mutant yeast; S. cerevisiae tim10-1 ts strain growth, BacTiter-Glo, 24 h; inhibition, % at 20 µM; 330,000 tested, 2.2% active; AID 463190;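 active = inhibition of at least 40%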;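 note: mutant grown at 25 °C; 0% = DMSO wells with yeast and 100% = wells holding no yeast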
TIM10 inh – growth inhibitors of TIM10 yeast strain; S. cerevisiae TIM10 strain growth, BacTiter-Glo luminescence, 24 h; inhibition, % at 10 µM; 330,000 tested, 1.4% active; AID 463195;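 active = inhibition of 40% or more at the single tested concentration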;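 note: wild-type TIM10 isogenic control strain grown at permissive 25 °C; 0% = DMSO yeast wells and 100% = minimal medium wells without yeast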
hIAP inh – human IAP inhibition. P09923. purified IAP, CDP-Star luminescence, 30 min. inhibition, % at 10 µM. 330,000 tested, 0.12% active;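 active = inhibition reaching a set limit with compound at 10 µM in the primary screen, cut at about 35% in these data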;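 note: plate controls were DMSO wells with enzyme for no effect and no-enzyme buffer wells for full effect; values of inactives mirror those of a sister screen read the other way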
Apaf1 inhib – human Apaf-1 inhibition. O14727. inhibition, % at 20 µM. AID 489030. reconstituted apoptosome caspase-3 activity, DEVD-Rh110 fluorescence. 330,000 tested, 0.71% active; active = inhibition of at least 40% at 20 µM;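 note: plate controls were DMSO wells for no effect and DEVD-CHO caspase inhibitor wells for full effect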
Target sequence (O14727 whole entry, looked up): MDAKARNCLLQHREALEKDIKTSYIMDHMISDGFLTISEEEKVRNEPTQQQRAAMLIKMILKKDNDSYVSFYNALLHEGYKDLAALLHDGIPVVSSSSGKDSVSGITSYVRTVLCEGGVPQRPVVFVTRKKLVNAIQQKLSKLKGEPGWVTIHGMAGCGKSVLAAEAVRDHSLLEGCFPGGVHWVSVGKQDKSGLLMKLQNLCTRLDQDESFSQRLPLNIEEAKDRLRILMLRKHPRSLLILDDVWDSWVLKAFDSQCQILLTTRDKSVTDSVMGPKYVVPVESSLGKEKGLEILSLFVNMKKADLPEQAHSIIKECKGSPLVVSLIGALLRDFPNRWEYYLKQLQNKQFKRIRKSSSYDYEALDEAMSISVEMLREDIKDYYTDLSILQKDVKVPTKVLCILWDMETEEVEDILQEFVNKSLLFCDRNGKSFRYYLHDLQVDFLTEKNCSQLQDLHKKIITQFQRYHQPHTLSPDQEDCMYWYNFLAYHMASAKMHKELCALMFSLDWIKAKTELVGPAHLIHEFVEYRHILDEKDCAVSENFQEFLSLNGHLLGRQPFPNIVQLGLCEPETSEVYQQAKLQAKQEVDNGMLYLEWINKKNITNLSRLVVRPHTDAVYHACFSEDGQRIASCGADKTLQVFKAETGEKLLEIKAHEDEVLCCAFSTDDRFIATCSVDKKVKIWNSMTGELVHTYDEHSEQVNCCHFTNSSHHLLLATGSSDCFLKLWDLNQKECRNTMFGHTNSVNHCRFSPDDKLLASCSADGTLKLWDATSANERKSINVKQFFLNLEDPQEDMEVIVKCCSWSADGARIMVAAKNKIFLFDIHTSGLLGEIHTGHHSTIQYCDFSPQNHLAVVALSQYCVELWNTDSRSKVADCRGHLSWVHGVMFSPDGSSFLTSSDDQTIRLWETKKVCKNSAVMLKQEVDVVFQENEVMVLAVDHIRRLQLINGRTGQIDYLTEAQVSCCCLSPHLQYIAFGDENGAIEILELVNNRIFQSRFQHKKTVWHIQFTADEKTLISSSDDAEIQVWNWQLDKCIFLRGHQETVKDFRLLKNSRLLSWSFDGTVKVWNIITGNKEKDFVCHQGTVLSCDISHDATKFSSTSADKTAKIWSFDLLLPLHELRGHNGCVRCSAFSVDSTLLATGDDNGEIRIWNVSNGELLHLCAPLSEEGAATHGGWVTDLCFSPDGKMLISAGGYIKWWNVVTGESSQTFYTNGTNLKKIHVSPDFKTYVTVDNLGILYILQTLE
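Material: biochemical Apaf-1 apoptosome reconstitution. Medium: Hepes buffer, pH 7.5. Also added: cytochrome c activation, bis-DEVD rhodamine 110 substrate. Timing: 30 min compound preincubation, 50 min activation, room temperature. Measured by: rhodamine 110 fluorescence at Ex 480/Em 540 nm.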
The depositor's hits bear a star.

`CC(=O)c1cccc(NC(=S)N2CCN(S(=O)(=O)c3ccccc3)CC2)c1` gave mIAP inh 7, hIAP activ 1, ATG4B inh -4, NLRP3 yeast inh 9, mIAP act 0.93, tim10-1 inh 7, TIM10 inh 1, hIAP inh -2 and Apaf1 inhib -5.
For O=C(COC(=O)CCCC1=NS(=O)(=O)c2ccccc2N1)Nc1ccccc1 the results were mIAP inh 2, hIAP activ 0.71, ATG4B inh 1, NLRP3 yeast inh 13, mIAP act 0.98, tim10-1 inh -1, TIM10 inh 11, hIAP inh 29 and Apaf1 inhib 0.
Screening CCC1=NN2C(=N)/C(=C\c3ccc(OCCOc4ccccc4OC)cc3)C(=O)N=C2S1 returned mIAP inh 14, hIAP activ 0.89, ATG4B inh 3, NLRP3 yeast inh 2, mIAP act 0.86, tim10-1 inh 14, TIM10 inh 1, hIAP inh 11 and Apaf1 inhib 14.
COc1ccc(CCNC(=O)C(=O)N2CCCCC2)cc1OC was read as mIAP inh -3, hIAP activ 1, ATG4B inh -11, NLRP3 yeast inh 1, mIAP act 1, tim10-1 inh 9, TIM10 inh -28, hIAP inh -3 and Apaf1 inhib -3.
For CCOP(=O)(OCC)C(NC(=O)Nc1ccc(Cl)cc1)C(=O)N(CC)CC (centres undefined) the results were mIAP inh 3, hIAP activ 1.4, ATG4B inh -7, NLRP3 yeast inh 12, mIAP act 0.97, tim10-1 inh 8, TIM10 inh -8, hIAP inh -44 and Apaf1 inhib 24.
Screening CCOc1ccccc1NC(=O)/C(C#N)=C/c1c(C)nn(-c2ccc(F)cc2)c1Cl returned mIAP inh 24, hIAP activ 1, ATG4B inh 4, NLRP3 yeast inh 21, mIAP act 0.76, tim10-1 inh 26, TIM10 inh 18, hIAP inh -1 and Apaf1 inhib -1.
`O=C(Cn1cc(C(F)(F)F)ccc1=O)Nc1ccccc1` gave mIAP inh 1, hIAP activ 1, ATG4B inh 1, NLRP3 yeast inh 9, mIAP act 0.99, tim10-1 inh -12, TIM10 inh -22, hIAP inh 0 and Apaf1 inhib -18.
`c1ccc2sc(N3CCN(Cc4nnnn4CC4CCCO4)CC3)nc2c1` (centres undefined) gave mIAP inh 2, hIAP activ 0.97, ATG4B inh -10, NLRP3 yeast inh -2, mIAP act 0.98, tim10-1 inh 3, TIM10 inh -7, hIAP inh 3 and Apaf1 inhib -3.
Screening COC(=O)c1ccccc1NS(=O)(=O)c1ccc2[nH]c(=O)[nH]c2c1 returned mIAP inh 2, hIAP activ 1.2, ATG4B inh -11, NLRP3 yeast inh 12, mIAP act 0.98, tim10-1 inh 6, TIM10 inh 0, hIAP inh -16 and Apaf1 inhib 2.
Screening CC(CNC(=O)CN1C(=O)NC2(CCOc3ccccc32)C1=O)c1ccccc1 (centres undefined) returned mIAP inh -10, hIAP activ 0.91, ATG4B inh -4, NLRP3 yeast inh 13, mIAP act 1.1, tim10-1 inh 0, TIM10 inh 4, hIAP inh 9 and Apaf1 inhib -7.
`COC(=O)N1CC(c2ccccc2)CC1=O` (centres undefined) gave mIAP inh 6, hIAP activ 1.1, ATG4B inh -9, NLRP3 yeast inh -9, mIAP act 0.94, tim10-1 inh 0, TIM10 inh -3, hIAP inh -9 and Apaf1 inhib -16.
Cn1c(CN2CCCC2)nc2cc(NC(=O)Nc3ccccc3)ccc21 was read as mIAP inh -26, hIAP activ 0.99, ATG4B inh -9, NLRP3 yeast inh 17, mIAP act 1.3, tim10-1 inh -22, TIM10 inh -9, hIAP inh 1 and Apaf1 inhib -8.
`CCN(CC)C(=O)COc1ccc2c(c1)C(=O)CC(C)(C)O2` gave mIAP inh 11, hIAP activ 0.96, ATG4B inh -3, NLRP3 yeast inh 10, mIAP act 0.89, tim10-1 inh 11, TIM10 inh -6, hIAP inh 4 and Apaf1 inhib -11.
For COc1ccc(CCNC(=O)c2c(C)noc2C)cc1 the results were mIAP inh -6, hIAP activ 1.2, ATG4B inh -4, NLRP3 yeast inh 18, mIAP act 1.1, tim10-1 inh -18, TIM10 inh -18, hIAP inh -16 and Apaf1 inhib 4.
CCCCCCCCc1nc(SC(C)C(=O)O)n[nH]1 (centres undefined) was read as mIAP inh -5, hIAP activ 1.1, ATG4B inh 6, NLRP3 yeast inh 15, mIAP act 1, tim10-1 inh 12, TIM10 inh 2, hIAP inh -9 and Apaf1 inhib -2.
Screening O=[N+]([O-])c1cccc(S(=O)(=O)N2CCc3ccccc3C2)c1 returned mIAP inh -1, hIAP activ 0.98, ATG4B inh 4, NLRP3 yeast inh 26, mIAP act 1, tim10-1 inh 6, TIM10 inh 2, hIAP inh 2 and Apaf1 inhib 7.
Screening O=C(NC(=S)Nc1cccc(F)c1)c1cccc([N+](=O)[O-])c1 returned mIAP inh 9, hIAP activ 0.81, ATG4B inh -1, NLRP3 yeast inh 28, mIAP act 0.91, tim10-1 inh 49*, TIM10 inh 6, hIAP inh 19 and Apaf1 inhib 15.
For Cc1ccc(C(=O)NCCc2c[nH]c3ccccc23)s1 the results were mIAP inh 10, hIAP activ 0.97, ATG4B inh 1, NLRP3 yeast inh 8, mIAP act 0.9, tim10-1 inh -33, TIM10 inh 9, hIAP inh 3 and Apaf1 inhib 6.
Screening Cc1nn(Cc2ccccc2)c(C)c1NC(=O)c1cccs1 returned mIAP inh 4, hIAP activ 0.91, ATG4B inh 1, NLRP3 yeast inh -2, mIAP act 0.96, tim10-1 inh 20, TIM10 inh -17, hIAP inh 9 and Apaf1 inhib -6.
For CC(=O)c1cccc(NC(=O)C(C)N2CCc3ccccc3C2)c1 (centres undefined) the results were mIAP inh -5, hIAP activ 0.93, ATG4B inh -9, NLRP3 yeast inh -6, mIAP act 1.1, tim10-1 inh 1, TIM10 inh -6, hIAP inh 7 and Apaf1 inhib 5.
For COc1ccc2cc(-c3ccccc3F)ncc2c1 the results were mIAP inh -4, hIAP activ 0.99, ATG4B inh -1, NLRP3 yeast inh 31, mIAP act 1, tim10-1 inh 15, TIM10 inh 17, hIAP inh 0 and Apaf1 inhib 7.
`CC(NC(=O)c1ccc(Cl)c(Cl)c1)c1ccc(-c2ccccc2)cc1` (centres undefined) gave mIAP inh -4, hIAP activ 0.94, ATG4B inh -2, NLRP3 yeast inh 8, mIAP act 1, tim10-1 inh -14, TIM10 inh 9, hIAP inh 6 and Apaf1 inhib 13.
`NC(=O)C1(N2CCCCC2)CCN(C(=O)NC23CC4CC(CC(C4)C2)C3)CC1` gave mIAP inh 11, hIAP activ 0.9, ATG4B inh 1, NLRP3 yeast inh 1, mIAP act 0.89, tim10-1 inh 10, TIM10 inh 5, hIAP inh 10 and Apaf1 inhib -14.
`COc1ccc(C2=NOC(C(=O)NCCCn3ccnc3)C2)cc1` (centres undefined) gave mIAP inh -18, hIAP activ 1.1, ATG4B inh 2, NLRP3 yeast inh 4, mIAP act 1.2, tim10-1 inh 12, TIM10 inh -9, hIAP inh -10 and Apaf1 inhib 3.
`CCOC(=O)CCSCC(=O)Nc1cc(C)on1` gave mIAP inh -4, hIAP activ 0.99, ATG4B inh 2, NLRP3 yeast inh -3, mIAP act 1, tim10-1 inh -9, TIM10 inh 3, hIAP inh 1 and Apaf1 inhib 5.
Screening CCN(CC)S(=O)(=O)c1cc(C(=O)Nc2cccnc2)ccc1Cl returned mIAP inh 1, hIAP activ 0.8, ATG4B inh -1, NLRP3 yeast inh -10, mIAP act 0.99, tim10-1 inh 1, TIM10 inh -10, hIAP inh 20 and Apaf1 inhib -10.
Screening Cc1ccc(C)c(C(=O)COC(=O)c2cc([N+](=O)[O-])ccc2N2CCOCC2)c1 returned mIAP inh 5, hIAP activ 0.9, ATG4B inh -11, NLRP3 yeast inh 22, mIAP act 0.95, tim10-1 inh 10, TIM10 inh -3, hIAP inh 10 and Apaf1 inhib 15.
Screening O=C(NC1CCN(C(=O)Nc2ccc(F)cc2)CC1)c1ccc(F)cc1 returned mIAP inh -9, hIAP activ 1, ATG4B inh 0, NLRP3 yeast inh 10, mIAP act 1.1, tim10-1 inh -20, TIM10 inh -13, hIAP inh -5 and Apaf1 inhib 0.
Screening O=C(CCN1C(=O)COc2ccccc21)NCCCN1CCN(c2ccccc2F)CC1 returned mIAP inh -11, hIAP activ 1.1, ATG4B inh -5, NLRP3 yeast inh 18, mIAP act 1.1, tim10-1 inh -7, TIM10 inh -13, hIAP inh -14 and Apaf1 inhib -15.
COc1ccc(C(=O)N2CCC(C(=O)NC3CC3)CC2)cc1 was read as mIAP inh 0, hIAP activ 1, ATG4B inh -7, NLRP3 yeast inh 6, mIAP act 1, tim10-1 inh 7, TIM10 inh -7, hIAP inh -3 and Apaf1 inhib 7.
O=C1C(=O)N(CCN2CCOCC2)C(c2ccccn2)/C1=C(/O)c1ccccc1 (centres undefined) was read as mIAP inh 17, hIAP activ 0.95, ATG4B inh -9, NLRP3 yeast inh -4, mIAP act 0.83, tim10-1 inh 1, TIM10 inh -9, hIAP inh 5 and Apaf1 inhib 1.
`COc1ccc(C(=O)N2CCOC23CCN(c2ncccn2)CC3)cc1` gave mIAP inh -3, hIAP activ 1, ATG4B inh -2, NLRP3 yeast inh 16, mIAP act 1, tim10-1 inh 21, TIM10 inh 2, hIAP inh 0 and Apaf1 inhib 9.
`Cc1cc2c(cc1S(=O)(=O)NCc1ccccc1)NC(=O)CO2` gave mIAP inh 6, hIAP activ 1.1, ATG4B inh -4, NLRP3 yeast inh 7, mIAP act 0.94, tim10-1 inh 4, TIM10 inh -3, hIAP inh -7 and Apaf1 inhib 5.
`Cc1cccc(-n2[nH]c3c4c(ccc3c2=O)C(=O)c2ccccc2C4=O)c1` gave mIAP inh -9, hIAP activ 0.93, ATG4B inh -5, NLRP3 yeast inh 22, mIAP act 1.1, tim10-1 inh 9, TIM10 inh -9, hIAP inh 8 and Apaf1 inhib 13.
`c1ccc2c(c1)nc1n2CCS1` gave mIAP inh 1, hIAP activ 1.3, ATG4B inh -2, NLRP3 yeast inh 4, mIAP act 0.99, tim10-1 inh -4, TIM10 inh 3, hIAP inh -34 and Apaf1 inhib -1.
`CC(C)N(C(=O)c1ccc(-c2ccccc2F)cc1)C(C)C` gave mIAP inh 4, hIAP activ 0.93, ATG4B inh 18, NLRP3 yeast inh 22, mIAP act 0.96, tim10-1 inh 18, TIM10 inh 30, hIAP inh 7 and Apaf1 inhib 6.
CNc1nc2c(c(=O)[nH]c(=O)n2C)n1CCCc1ccccc1 was read as mIAP inh 4, hIAP activ 1.1, ATG4B inh 3, NLRP3 yeast inh 2, mIAP act 0.96, tim10-1 inh -4, TIM10 inh 11, hIAP inh -6 and Apaf1 inhib -4.

Entries listed so far containing a nitro group on carbon:
Screening O=[N+]([O-])c1cccc(S(=O)(=O)N2CCc3ccccc3C2)c1 returned mIAP inh -1, hIAP activ 0.98, ATG4B inh 4, NLRP3 yeast inh 26, mIAP act 1, tim10-1 inh 6, TIM10 inh 2, hIAP inh 2 and Apaf1 inhib 7.
Screening O=C(NC(=S)Nc1cccc(F)c1)c1cccc([N+](=O)[O-])c1 returned mIAP inh 9, hIAP activ 0.81, ATG4B inh -1, NLRP3 yeast inh 28, mIAP act 0.91, tim10-1 inh 49*, TIM10 inh 6, hIAP inh 19 and Apaf1 inhib 15.
Screening Cc1ccc(C)c(C(=O)COC(=O)c2cc([N+](=O)[O-])ccc2N2CCOCC2)c1 returned mIAP inh 5, hIAP activ 0.9, ATG4B inh -11, NLRP3 yeast inh 22, mIAP act 0.95, tim10-1 inh 10, TIM10 inh -3, hIAP inh 10 and Apaf1 inhib 15.

Source: PubChem BioAssay (Sanford-Burnham Center for Chemical Genomics)
